Compound activity as filed in PubChem.
RAM network inh = inhibitors of the yeast RAM network; S. cerevisiae dse1pr::URA3 reporter, 5-FOA growth OD615, 2 d; analog-sensitive cbk1-as2 kinase mutant strain; inhibition, % at 50 µM; actives 1.8% (n = 190,000); AID 868;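 active = inhibition above a set limit, 3 SD over mean compound inhibition, cut at about 8.4% in these data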;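 note: 0% = DMSO-only wells with no growth and 100% = 10 µM 1-NA-PP1 full growth; inhibition rescues growth on 5-FOA so higher OD means more RAM inhibition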
bIAP activator = increases bovine intestinal alkaline phosphatase activity; activation factor at 20 µM; actives 0.17% (n = 200,000); purified bovine IAP, CDP-star luminescence, 30 min; active compounds read high; fold of DMSO-control signal, blank-subtracted;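 active = activation factor of 2 or more at 20 µM, a signal rise over negative controls twice the positive control's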
Lmaj promast = Leishmania major promastigote growth inhibition; Leishmania major promastigotes, resazurin fluorescence viability; inhibition, % at 10 µM; actives 9% (n = 200,000); in the data active = inhibition above about 50%;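 note: promastigotes grown with compound for 44 hours at 28 °C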
TNAP act hi DEA = increases human TNAP activity under high phosphate acceptor concentration | P05186 | activation factor at 20 µM | AID 1136 | purified TNAP, CDP-star luminescence, 1 M DEA, 30 min; active compounds read high; 0 = EDTA background, 1 = DMSO-only activity | 200,000 tested, under 10 active;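 active = activation factor at least 2 at 20 µM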
Target sequence (P05186 whole entry, looked up): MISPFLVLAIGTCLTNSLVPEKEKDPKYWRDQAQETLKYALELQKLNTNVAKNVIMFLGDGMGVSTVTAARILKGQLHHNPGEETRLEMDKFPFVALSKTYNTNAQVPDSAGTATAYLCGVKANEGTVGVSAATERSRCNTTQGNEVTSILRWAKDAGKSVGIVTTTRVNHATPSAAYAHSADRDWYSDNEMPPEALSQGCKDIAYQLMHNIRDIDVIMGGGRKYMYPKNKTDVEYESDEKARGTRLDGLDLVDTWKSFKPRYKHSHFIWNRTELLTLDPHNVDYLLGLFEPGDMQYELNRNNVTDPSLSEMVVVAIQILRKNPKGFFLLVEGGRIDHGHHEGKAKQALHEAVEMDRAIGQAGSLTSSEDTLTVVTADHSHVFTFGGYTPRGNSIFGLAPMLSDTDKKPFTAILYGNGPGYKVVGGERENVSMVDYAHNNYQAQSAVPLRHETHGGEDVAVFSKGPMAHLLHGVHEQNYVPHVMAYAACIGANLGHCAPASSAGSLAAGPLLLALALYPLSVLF
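Measured by: Luminescent substrate turnover signal | Test system: Human TNAP | Input: TNAP 1/800 final | Dosing: 20 µM single point | Schedule: 30 min, room temperature | Controls: EDTA wells as negative control, DMSO wells as positive control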
FLuc stim CS = affects firefly luciferase, flagging false hits in luciferase stimulation screens; P08659; ATPlite luciferase biochemical, luminescence, 10 min; 0 = ATP-free wells, 1 = DMSO control; activation factor at 10 µM; 200,000 tested, under 10 active; AID 1027;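 active = luciferase activation factor, scaled between plate controls, of at least 2 with compound at 10 µM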
Target sequence (P08659 whole entry, looked up): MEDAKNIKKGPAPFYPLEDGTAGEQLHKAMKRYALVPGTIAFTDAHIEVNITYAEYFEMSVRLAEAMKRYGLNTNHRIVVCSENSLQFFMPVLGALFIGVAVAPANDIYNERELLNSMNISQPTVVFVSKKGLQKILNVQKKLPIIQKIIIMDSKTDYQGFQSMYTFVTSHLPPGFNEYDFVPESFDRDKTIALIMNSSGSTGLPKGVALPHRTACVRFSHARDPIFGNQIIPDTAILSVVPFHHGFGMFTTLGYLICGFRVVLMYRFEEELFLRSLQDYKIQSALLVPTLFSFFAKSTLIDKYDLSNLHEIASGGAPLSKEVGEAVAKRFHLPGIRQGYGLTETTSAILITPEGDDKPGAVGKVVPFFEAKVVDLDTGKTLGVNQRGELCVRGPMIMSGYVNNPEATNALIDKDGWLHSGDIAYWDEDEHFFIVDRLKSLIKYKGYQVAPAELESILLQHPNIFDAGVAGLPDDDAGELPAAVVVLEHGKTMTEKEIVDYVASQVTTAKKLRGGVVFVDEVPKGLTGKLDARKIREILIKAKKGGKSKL
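Assay system: Luciferase/luciferin detection reagent, cell-free biochemical luciferase assay / Also added: ATP substrate / Schedule: 10 min at ambient temperature / Measured by: luminescence measurement of luciferase light output / Benchmarks: low control with PBS replacing ATP, high control enzyme plus ATP without compound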
APP 5UTR inh = APP translation inhibition | SH-SY5Y APP 5'UTR-luciferase reporter, luminescence | inhibition, % at 2 µM | actives 0.82% (n = 190,000) | AID 1285;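 active = inhibition above a set limit, derived from the sample mean plus 3 SD, cut at about 45% in these data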; note: values of inactives mirror those of a sister screen read the other way
FLuc inhib CS = inhibits firefly luciferase, flagging false hits in luciferase inhibition screens; P08659; ATPLite firefly luciferase biochemical luminescence, 10 min; inhibition, % at 10 µM; actives 1.5% (n = 200,000);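 active = inhibition above about 50% when tested at 10 µM, limit read from the data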
TNAP inh noacc = TNAP (human) inhibition, acceptor-free conditions | P05186 | purified TNAP, CDP-star luminescence, 30 min | inhibition, % at 20 µM | actives 0.26% (n = 200,000) | AID 1012;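 active = tissue-nonspecific alkaline phosphatase inhibition above about 50% at 20 µM in the single-dose screen, limit read from the data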;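 note: 0% = DMSO negative control and 100% = EDTA positive control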
TNAP inh hi DEA = inhibitors of human TNAP at high phosphate acceptor concentration; P05186; purified TNAP, CDP-star luminescence, 1 M DEA; inhibition, % at 20 µM; actives 0.03% (n = 200,000); AID 1135;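 active = over 50% inhibition of tissue-nonspecific alkaline phosphatase at 20 µM in the single-dose screen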;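 note: plate controls were DMSO wells for no effect and EDTA-quenched wells as full inhibition for full effect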
bIAP inh = intestinal alkaline phosphatase (bovine) inhibition; purified bovine IAP, CDP-star luminescence, 30 min; inhibition, % at 20 µM; 190,000 tested, under 10 active; AID 1019;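 active = over 50% inhibition of intestinal alkaline phosphatase at 20 µM in the single-dose screen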
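Incubation: 30 min reaction at room temperature / Material: purified bovine intestinal alkaline phosphatase (IAP) enzyme / Input: enzyme at 1/65,000,000 dilution / Dosing: 20 µM single dose / Signal: CDP-star luminescence signal / Reagent: CDP-star chemiluminescent phosphatase substrate, 30 µM final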
The depositor's hits bear a star; x = no result given.

Values in the order: FLuc stim CS | RAM network inh | TNAP inh hi DEA | APP 5UTR inh | bIAP inh | bIAP activator | TNAP act hi DEA | TNAP inh noacc | FLuc inhib CS | Lmaj promast
- CCOc1ccc2[nH]c(=O)c(CN(CC3COCCO3)C(=O)C3CC3)cc2c1 (stereo not given)
→ 1 | 1.8 | 1.8 | 2.6 | 4.7 | 1 | 1 | -0.4 | 1.7 | -4.2
- Cc1cc(SCCOc2ccc(Br)cc2)nc(N)n1
→ 1.1 | 1.3 | -1.3 | -18.6 | 0.0 | 1 | 1 | -4.1 | -6.7 | -2.4
- C=CCOC(=O)C1=C(C)NC(SCC(=O)OCC)=C(C#N)C1c1ccc(C)cc1 (stereo not given)
→ 1 | 17.7* | -1.3 | -6.5 | -0.7 | 1 | 1 | -6.3 | -2.3 | 0.7
- COc1ccc(C(=O)c2nc3c(n2O)CCCC3)cc1OC
→ 1.1 | 2.0 | -3.1 | -0.9 | 1.6 | 1 | 1 | -5.5 | -9.7 | 4.5
- O=c1c(C=Nc2ccc(Oc3ccccc3)cc2)c[nH]n1-c1cccc(Cl)n1
→ 1 | 4.1 | -4.9 | 1.1 | 8.1 | 0.9 | 1 | -6.5 | -3.3 | -0.1
- O=C(CCC1CCCN(c2ncccn2)C1)NCc1ccc(F)c(F)c1 (stereo not given)
→ 1 | 3.5 | 2.3 | 18.8 | -6.5 | 1.1 | 1 | -3.9 | -4.1 | -7.1
- COc1ccc(-c2[nH]ncc2CN(C)C(C)c2ccon2)c(OC)c1 (stereo not given)
→ 1.1 | -0.4 | -4.9 | -5.3 | 10.3 | 0.9 | 1 | -2.3 | -5.4 | -0.9
- CCOC(=O)c1c(-c2ccc(C)o2)csc1NC(=O)CSc1nnc(C)s1
→ 1 | 11.0* | -3.6 | -5.9 | 22.0 | 0.8 | 1 | -10.7 | -3.8 | 1.7
- CC1(C)CC(=O)c2sc(NS(C)(=O)=O)nc2C1
→ 1.1 | 3.4 | -4.1 | -0.6 | -7.5 | 1.1 | 1 | -1.1 | -7.9 | -4.2
- O=C(NNC(=S)Nc1ccccc1)c1cc(-c2cccnc2)nc2ccccc12
→ 0.9 | 1.5 | 2.8 | -32.2 | -39.3 | 1.4 | 1 | -132.9 | 5.5 | 0.6
- COc1ccccc1CN1CCN(S(=O)(=O)c2ccccc2)CC1
→ 1.1 | -0.3 | -4.0 | -2.0 | 0.0 | 1 | 1 | -10.4 | -8.4 | 34.8
- O=C(/C=C/c1ccccc1)N/C(=C\c1ccco1)C(=O)NCCO
→ 1.1 | 0.8 | -2.4 | -8.0 | -6.4 | 1.1 | 1 | -6.6 | -5.5 | -1.1
- C/C(=N\N=c1/scc(C)n1Cc1ccco1)c1cccc([N+](=O)[O-])c1
→ 1 | 7.5 | 6.1 | -25.9 | 12.6 | 0.9 | 0.9 | 3.2 | -3.7 | -5.8
- CNC(=S)Nc1ccc(Nc2ccccc2)cc1
→ 1 | 1.3 | 1.3 | -26.6 | 11.8 | 0.9 | 1 | 6.4 | -2.4 | -0.5
- CCOC(=O)c1cnc2ccc(C(=O)OC)cc2c1NCCN1CCOCC1
→ 1 | 1.1 | -3.3 | -14.8 | 5.3 | 0.9 | 1 | -5.9 | -4.3 | 32.1
- CC1(C)CC(NC(=S)Nc2ccc(S(N)(=O)=O)cc2)CC(C)(C)N1
→ 1 | 2.1 | -0.4 | -5.6 | -6.4 | 1.1 | 1 | -4.1 | -4.3 | -7.5
- Cc1oc(-c2cccs2)[n+]([O-])c1C
→ 1 | 0.0 | -2.0 | x | 7.6 | 0.9 | 1 | -6.9 | -3.8 | -3.8
- CCOC(=O)/C(=N/Nc1ccc(Cl)cc1)S(=O)(=O)c1ccc(Cl)cc1
→ 1 | 6.7 | 0.6 | -21.7 | 12.7 | 0.9 | 1 | -1.6 | -1.9 | -0.3
- COc1ccc(CN2CC(C(=O)NCc3ccccn3)CC2=O)cc1 (stereo not given)
→ 1 | -0.1 | -3.1 | -13.9 | 5.4 | 0.9 | 1 | -8.2 | 0.6 | -8.1
- COc1ccc(NC(=O)Cn2c(=O)n(-c3ccc(CC(=O)NCc4ccco4)cc3)c(=O)c3ccccc32)cc1
→ 1.1 | 3.5 | -6.5 | 1.6 | -2.9 | 1 | 1.1 | -11.7 | -5.3 | -1.2

Three compounds out of the list, sorted by SMILES length, largest number first:
Values in the order: FLuc stim CS | RAM network inh | TNAP inh hi DEA | APP 5UTR inh | bIAP inh | bIAP activator | TNAP act hi DEA | TNAP inh noacc | FLuc inhib CS | Lmaj promast
- COc1ccc(NC(=O)Cn2c(=O)n(-c3ccc(CC(=O)NCc4ccco4)cc3)c(=O)c3ccccc32)cc1
→ 1.1 | 3.5 | -6.5 | 1.6 | -2.9 | 1 | 1.1 | -11.7 | -5.3 | -1.2
- CCOC(=O)c1c(-c2ccc(C)o2)csc1NC(=O)CSc1nnc(C)s1
→ 1 | 11.0* | -3.6 | -5.9 | 22.0 | 0.8 | 1 | -10.7 | -3.8 | 1.7
- COc1ccc(CN2CC(C(=O)NCc3ccccn3)CC2=O)cc1 (stereo not given)
→ 1 | -0.1 | -3.1 | -13.9 | 5.4 | 0.9 | 1 | -8.2 | 0.6 | -8.1

(cont.)
Values in the order: FLuc stim CS | RAM network inh | TNAP inh hi DEA | APP 5UTR inh | bIAP inh | bIAP activator | TNAP act hi DEA | TNAP inh noacc | FLuc inhib CS | Lmaj promast
- Cc1cc(C)c(S(=O)(=O)N2CCCOC2CNC(=O)C(=O)NCc2ccncc2)c(C)c1 (stereo not given)
→ 1.1 | -0.1 | -1.9 | 2.1 | 2.2 | 1 | 1 | -13.6 | -5.9 | 6.7
- COc1cc(/C=N/n2c(C)n[nH]c2=S)ccc1OCc1ccc(F)cc1
→ 1 | 2.6 | -2.6 | -49.2 | -33.3 | 1.3 | 1 | -4.3 | -1.0 | 13.4
- COc1ccc(N2CCN(C(=O)c3cccc(Br)c3)CC2)c([N+](=O)[O-])c1
→ 1.1 | 2.2 | -3.1 | 1.4 | -5.8 | 1.1 | 1 | -6.5 | -5.4 | 8.4
- COC(=O)/C=C1\S/C(=N/NC(=O)c2ccccc2)NC1=O
→ 1 | 1.7 | 6.8 | -14.8 | -24.3 | 1.2 | 0.9 | -57.1 | 2.5 | -6.0
- CC1(C)C(=O)Nc2ccccc2N1C(=O)COC(=O)c1ccc(Cl)c(S(=O)(=O)NCc2ccccc2)c1
→ 1 | 3.5 | 0.7 | 0.6 | 4.8 | 1 | 1 | 5.5 | -4.3 | 99.2*
- O=P(Cc1nnco1)(c1ccccc1)c1ccccc1
→ 1 | 2.2 | -4.5 | -9.3 | -11.5 | 1.1 | 1 | -7.8 | -2.6 | -4.3
- CCOc1cccc(NC(=O)C2CC(=O)N(C)C(=Nc3ccccc3)S2)c1 (stereo not given)
→ 1.1 | 2.0 | -5.3 | 13.4 | 4.0 | 1 | 1.1 | -13.2 | -10.9 | 19.7
- CCCCCC(=O)N/N=C/c1ccc([N+](=O)[O-])o1
→ 1.1 | -0.5 | -1.6 | 1.7 | 7.9 | 0.9 | 1 | -7.7 | -6.4 | 84.8*
- CS(=O)(=O)Nc1ccc(C(=O)Nc2ccccc2Sc2ccccc2)cc1
→ 1 | 12.2* | -1.2 | -11.8 | 9.1 | 0.9 | 1 | -22.9 | -2.8 | 47.9
- COc1ccccc1Nc1nnc(SCC(=O)N2CCCC2)s1
→ 0.9 | 2.7 | 1.2 | -10.9 | 2.0 | 1 | 1 | -5.3 | 7.9 | -6.7
- Cc1ccc2c(c1)C(c1ccc(N3CCOCC3)cc1)=NNC(c1cccs1)=N2
→ 1 | 0.8 | -2.5 | -1.9 | 5.4 | 0.9 | 1 | 6.5 | -1.1 | 85.9*
- Cn1c(N)c(C(=O)COC(=O)c2ccc(S(=O)(=O)N3CCCCC3)cc2)c(=O)n(C)c1=O
→ 1 | -0.8 | -0.1 | -13.8 | 11.3 | 0.9 | 1 | -7.3 | -2.4 | -8.4
- Cn1c(=O)c2[nH]c(CN3CCN(Cc4ccccc4)CC3)nc2n(C)c1=O
→ 1 | -0.4 | -5.5 | 21.7 | 7.3 | 0.9 | 1.1 | -6.5 | -1.9 | -1.8
- COC(=O)CCS(=O)(=O)c1nc(-c2ccccc2)cc(C(F)(F)F)n1
→ 1 | -1.4 | -0.7 | 21.1 | 4.4 | 1 | 1 | -1.0 | -3.5 | 3.3
- CCC(=O)Nc1ccc(Cl)c(NC(=O)c2ccc([N+](=O)[O-])cc2)c1
→ 1.1 | 1.0 | 0.9 | 17.4 | 8.3 | 0.9 | 1 | -13.4 | -6.3 | 30.0
- COc1ccc(CC(=O)NNS(=O)(=O)c2ccccc2)cc1OC
→ 1.1 | 1.7 | -7.5 | -5.0 | 9.8 | 0.9 | 1.1 | -11.1 | -7.8 | -9.3
- COc1ccccc1C(=O)CSc1n[nH]c(N)n1
→ 1 | 2.4 | -4.5 | 0.1 | -1.1 | 1 | 1 | -6.1 | -0.5 | -4.5
- O=C(CCC1CCCC1)Nc1cccc(Cc2ccncc2)c1
→ 1 | 1.8 | -5.6 | -20.8 | -8.0 | 1.1 | 1.1 | -14.9 | -4.5 | -2.6
- CCc1nnnn1-c1ccc([N+](=O)[O-])cc1C
→ 1.1 | -0.1 | -6.7 | 1.5 | -6.1 | 1.1 | 1.1 | -14.0 | -6.5 | -2.0
- CCOC(=O)c1cnc2c(C)cc(C)cc2c1Nc1ccc(S(=O)(=O)Nc2ncccn2)cc1
→ 1 | 2.2 | 0.3 | 6.2 | -12.7 | 1.1 | 1 | 1.1 | 0.4 | 6.9
- COc1ccc(NC(=O)CSc2nnc(-c3ccncc3)n2C)cc1
→ 1 | 2.6 | -3.5 | 6.1 | 5.4 | 0.9 | 1 | -14.0 | -3.9 | 5.0
- CSCC[C@H](NC(=O)C1CCCC1)c1nc2ccccc2[nH]1
→ 1.1 | -1.2 | -2.1 | -0.2 | -0.8 | 1 | 1 | -9.1 | -6.6 | 5.6
- COc1cccc(C(C(=O)NC(C)(C)C)N(Cc2ccco2)C(=O)CCC(=O)Nc2cc(C)on2)c1OC (stereo not given)
→ 1 | 1.4 | -7.8 | -0.9 | -26.9 | 1.3 | 1.1 | -9.5 | -0.8 | -6.4
- CCN(CC)C(=O)N1CCN(C(=O)c2ccc(C)cn2)CC1
→ 1 | 2.7 | -1.8 | 7.7 | 6.4 | 0.9 | 1 | -11.5 | 1.2 | -2.0
- COc1ccnc(N=CNOCc2ccc(C)cc2)c1C#N
→ 1 | 3.3 | -0.4 | 11.6 | 2.6 | 1 | 1 | -5.2 | 0.0 | -4.2
- COc1ccccc1Nc1nc(C)cc(=O)[nH]1
→ 1 | 3.4 | 1.7 | -0.6 | 9.8 | 0.9 | 1 | -3.5 | -0.7 | 0.3
- O=C(NCc1cccs1)c1ccc(Br)o1
→ 0.9 | 1.5 | 4.9 | -7.1 | 4.2 | 1 | 1 | 0.7 | 8.1 | -7.2
- CN1CCN(Cc2cccc(Oc3ccc(Cl)cc3)c2)CC1
→ 1 | -1.1 | -4.4 | -32.0 | 8.0 | 0.9 | 1 | -9.3 | -3.5 | 100.3*
- CNc1nc2ccccc2n(C)c1=O
→ 1 | 0.1 | 0.1 | -4.5 | -10.5 | 1.1 | 1 | 6.0 | -4.5 | -10.7
